TMEM16A inh = inhibitors of mouse TMEM16A calcium-activated chloride channel | normalized B-score (activity score, 25-100; higher = stronger inhibition) at 10 µM | actives 1.2% (n = 310,000) | Q8BHY3 | HEK293 TMEM16A/YFP iodide influx fluorescence, ionomycin;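 active = ratio plate-corrected score three or more library SD toward inhibition, starting fluorescence score within five deviations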;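 note: score derived from kinetic fluorescence span divided by baseline fluorescence per well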
ANO1 activ = activates or potentiates the mouse TMEM16A chloride channel | actives 0.3% (n = 340,000) | Q8BHY3 | B-score at 10 µM | HEK293 TMEM16A/YFP-H148Q/I152L, iodide quench fluorescence; stronger effect = lower value;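 active = fluorescence-ratio B-score plate-corrected deviation score at least 3 library SD below zero, with starting fluorescence score within 5 deviations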;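 note: channel opened by trigger with iodide after compound preincubation; score built on the fluorescence ratio of max minus min over baseline; more negative score means more quench and so TMEM16A activation or potentiation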
SKKanGAS inh = blocks kanamycin growth of S. pyogenes SKKanGAS strain | BacTiter-Glo, 6 h | inhibition, % at 7.5 µM | actives 1.3% (n = 300,000) | AID 1662;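 active = mean replicate score, as percent of positive control median, at least 50; inconclusive = mean below 50 but one replicate at or above 50; inactive = mean and every replicate below 50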;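 note: strain carries kanamycin resistance gene driven by streptokinase promoter and grows in 40 µg/ml kanamycin; loss of luminescence reflects streptokinase promoter inhibition or plain growth inhibition; 0% = median of DMSO wells and 100% = positive control at its reference dose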
MrgX1 ag = activates human MrgX1 receptor signaling; MrgX1-HEK293 cells, Fluo-4 calcium fluorescence, agonist mode; stronger effect = higher value; B-score at 10 µM; actives 0.44% (n = 310,000);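 active = calcium response B-score plate-corrected fluorescence ratio at least 3 library SD, with starting fluorescence B-score inside 5 SD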
Target sequence (Q96LB2 whole entry, looked up): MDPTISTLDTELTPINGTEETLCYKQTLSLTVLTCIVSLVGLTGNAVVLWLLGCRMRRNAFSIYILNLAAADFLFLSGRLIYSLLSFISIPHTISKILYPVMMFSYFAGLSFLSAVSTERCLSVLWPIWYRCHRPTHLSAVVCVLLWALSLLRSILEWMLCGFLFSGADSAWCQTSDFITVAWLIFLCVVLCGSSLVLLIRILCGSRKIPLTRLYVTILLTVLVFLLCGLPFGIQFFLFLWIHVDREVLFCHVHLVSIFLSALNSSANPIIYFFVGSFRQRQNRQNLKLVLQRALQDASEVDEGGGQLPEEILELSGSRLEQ
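Material: MrgX1-expressing HEK293 cells; input: 15,000 cells per well; doses: test compound given as first of three sequential additions; schedule: overnight plating before 1 h dye loading; technique: Fluo-4 NW calcium-flux fluorescence, kinetic read; evaluation: baseline-normalised fluorescence change ratio, B-scored; control set: plate-wise positive and negative controls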
RGS4 pot = RGS4 potentiation or activation; HEK293 M3R/inducible RGS4, carbachol calcium flux Fluo4; stronger effect = lower value; B-score at 10 µM; actives 0.92% (n = 310,000); AID 463111;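 active = B-score of the integrated calcium signal more than 4 SD below the library mean, with starting fluorescence not abnormally high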;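 note: negative B-score means reduced calcium response which marks RGS4 activation or potentiation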
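System: HEK293 FlpIn-TREx cells, stable M3R, doxycycline-inducible RGS4. Timing: overnight RGS4 induction, 30 min dye load 37 °C, 20 min compound RT. Also added: carbachol, ECmax concentration. Measured by: Fluo4 fluorescence kinetic imaging of calcium. Evaluation: integrated calcium ratio converted to B score.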
TRPC6 activator = activates the mouse TRPC6 cation channel. HEK293-TRPC6 membrane potential dye fluorescence; stronger effect = higher value. Q61143. AID 2550. actives 0.13% (n = 310,000). B-score at 10 µM;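 active = B-score of the integrated fluorescence ratio above library mean plus 3 SD, and starting fluorescence ratio within library mean plus 5 SD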;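 note: higher score means more depolarization so channel activation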
HDAC3 inhib = inhibitors of human histone deacetylase 3. O15379. recombinant HDAC3, fluorogenic peptide/trypsin coupled, fluorescence. inhibition, % at 8.3 µM. actives 0.15% (n = 320,000); in the data active = inhibition above about 26%, passing the limit was not always enough; inconclusive = no clear call, values can overlap the other calls
Target sequence (O15379 whole entry, looked up): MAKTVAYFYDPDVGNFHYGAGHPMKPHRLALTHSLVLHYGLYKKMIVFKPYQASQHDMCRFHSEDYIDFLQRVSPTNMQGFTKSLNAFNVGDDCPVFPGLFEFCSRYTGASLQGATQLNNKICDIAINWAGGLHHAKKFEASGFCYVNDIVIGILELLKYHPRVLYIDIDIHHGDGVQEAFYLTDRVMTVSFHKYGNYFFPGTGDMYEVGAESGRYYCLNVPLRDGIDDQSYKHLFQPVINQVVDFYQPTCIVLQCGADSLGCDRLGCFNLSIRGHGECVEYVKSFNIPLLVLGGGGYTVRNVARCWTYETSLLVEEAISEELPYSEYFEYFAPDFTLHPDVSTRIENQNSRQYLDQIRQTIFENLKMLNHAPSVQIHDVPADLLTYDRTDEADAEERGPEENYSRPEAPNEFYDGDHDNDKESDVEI
MrgX1 antag = blocks BAM8-22 activation of human MrgX1 receptor; Q96LB2; MRGX1-HEK293 calcium flux, Fluo-4, BAM8-22 antagonism; stronger effect = lower value; B-score at 10 µM; actives 1.3% (n = 310,000); AID 588676;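 active = calcium-response B-score plate-corrected more than 3 library SD below zero, starting fluorescence within 5 deviations, no agonist response on first addition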;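 note: peak minus trough fluorescence over baseline after final BAM8-22 challenge near maximal dose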
RGS4 inh = inhibitors of human RGS4. P49798. HEK293 M3R/RGS4 inducible, Fluo-4 calcium flux; stronger effect = higher value; triggered by carbachol at its EC20. B-score at 10 µM. actives 0.45% (n = 310,000);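 active = B-score, a plate-corrected calcium signal, over three deviations above library mean, with baseline fluorescence within five deviations of library mean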;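 note: RGS4 expression induced by doxycycline in cells with stable M3 receptor; B-score is computed from the integrated fluorescence ratio over baseline after carbachol; higher B-score means a larger calcium signal and so more RGS4 inhibition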
Target sequence (P49798 whole entry, looked up): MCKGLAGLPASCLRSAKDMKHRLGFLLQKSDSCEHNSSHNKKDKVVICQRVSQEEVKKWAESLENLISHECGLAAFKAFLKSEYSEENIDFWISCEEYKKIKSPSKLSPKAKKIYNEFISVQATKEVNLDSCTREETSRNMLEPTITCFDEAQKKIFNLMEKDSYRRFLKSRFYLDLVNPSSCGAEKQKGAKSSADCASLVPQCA
TRPC6 inhibitor = mouse TRPC6 channel inhibition; HEK293-TRPC6, membrane potential dye, ACh-evoked depolarization; stronger effect = lower value; B-score at 10 µM; Q61143; actives 1.1% (n = 310,000);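 active = B-score under library mean minus 3 SD, initial fluorescence not abnormally high, positive integrated signal ratio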;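 note: B-score derived from integrated fluorescence ratio over the kinetic read; more negative B-score means stronger inhibition of depolarization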
MrgX1 PAM = human MrgX1 positive allosteric modulation, primary screen | Q96LB2 | MrgX1-HEK293, Fluo-4 calcium flux, FDSS; stronger effect = higher value | B-score at 10 µM | actives 0.63% (n = 310,000) | AID 588675;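 active = plate-corrected calcium response at least 3 library SD above typical, normal starting fluorescence, not activating the receptor alone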;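 note: compound read alongside a low EC10 to EC30 dose of BAM8-22 agonist; peak minus trough fluorescence over baseline measured at the second addition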
Numbers without * were called inactive; i = inactive; ? = inconclusive; . = no result given.

SMILES	TMEM16A inh	ANO1 activ	SKKanGAS inh	MrgX1 ag	RGS4 pot	TRPC6 activator	HDAC3 inhib	MrgX1 antag	RGS4 inh	TRPC6 inhibitor	MrgX1 PAM
COc1ccc(N2CCN(CC(=O)Nc3c(C)cc(C)cc3C)CC2)cc1	i	.	-4	i	i	i	-1	i	i	i	i
COc1c(C)cc(Br)cc1C(=O)Nc1ccc(S(N)(=O)=O)cc1	i	i	-13	i	i	i	0	i	i	i	i
c1cnc(-c2noc(CN3CCN(C4C5CC6CC(C5)CC4C6)CC3)n2)cn1 (stereo not drawn)	i	i	3	i	i	i	-3	i	i	i	i
CC1Oc2ccccc2N(CC(=O)c2ccccc2)C1=O (stereo not drawn)	i	i	1	i	i	i	-6	i	i	i	i
Cc1ccc(Nc2c(-c3cccnc3)nc3ccc(Br)cn23)cc1	i	i	30	i	i	i	-3	i	i	i	i
Cc1ccc(-c2c3c(nc4sc(C(N)=O)c(N)c24)CCCC3)o1	i	i	7	i	i	i	8	i	i	i	i
CCCCNS(=O)(=O)c1ccc(NC(=O)C(Sc2ccccc2)c2ccccc2)cc1 (stereo not drawn)	i	i	24	i	i	i	?	i	i	i	i
CCCCOC(=O)C(C#N)c1nc2ccccc2nc1N1CCN(Cc2ccc3c(c2)OCO3)CC1 (stereo not drawn)	i	i	.	i	i	i	2	i	i	i	i
O=C(O)c1ccccc1SCc1cn2cc(Br)ccc2n1	i	i	0	i	i	i	-1	i	i	i	i
CCOc1cc(/C=N/NS(=O)(=O)c2ccccc2)ccc1OS(=O)(=O)c1ccc(C)cc1	i	i	19	i	i	i	5	i	i	i	i
CCOC(=O)CCSc1nc(C)c2cc(C)c(C)cc2n1	i	i	-7	i	i	i	7	i	i	i	i
CN(CC(=O)Nc1ccc(Cl)c(C(F)(F)F)c1)C(=O)C1CCC1	i	i	47	i	i	i	2	i	i	i	i
COc1cc(OC)cc(C(=O)NC2CC(C)(C)NC(C)(C)C2)c1	i	i	1	i	i	i	4	i	i	i	i
COc1cccc(NC(=O)[C@H](CC(C)C)NC(=O)N2CCn3c2nc2ccccc23)c1	i	i	4	i	i	i	9	i	i	i	i
COc1cc(CC(=O)Nc2cc(S(C)(=O)=O)ccc2Cl)cc(OC)c1OC	i	i	7	i	i	i	1	i	i	i	i
O=C(Cn1c2c(sc1=O)C1c3ccccc3OCC1CS2)Nc1ccc(Cl)c(Cl)c1 (stereo not drawn)	i	i	12	i	i	i	-2	i	i	i	i
Cc1ccc(CSCC(=O)Nc2ccccc2F)cc1	i	i	7	i	i	i	-7	i	i	i	i
Cc1cc(N2CCOCC2)nc(C(C)C)n1	i	i	3	i	i	i	-8	i	i	i	i
O=C(CSc1nnc(-c2cccs2)n1-c1ccccc1)Nc1ccccc1	i	i	-1	i	i	i	-7	i	i	i	i
CCC(=O)Nc1cc(C)c(OC)c(C)c1	i	i	4	i	i	i	-1	i	i	i	i
O=C(CN(c1ccc(F)cc1)S(=O)(=O)c1ccccc1)N1CCOCC1	i	i	-4	i	i	i	-4	i	i	i	i
Cc1ccc(CN2CC(C(=O)Nc3ccccc3N3CCCC3)CC2=O)cc1 (stereo not drawn)	i	i	3	i	i	i	3	i	i	i	i
CCCSc1ncccc1C(=O)O	i	i	5	i	i	i	8	i	i	i	i
CC[C@H]1OC(=O)[C@H](C)[C@@H](O[C@H]2C[C@@](C)(OC)[C@@H](O)[C@H](C)O2)[C@H](C)[C@@H](O[C@@H]2O[C@H](C)C[C@H](N(C)C)[C@H]2O)[C@](C)(O)C[C@@H](C)CN(C)[C@H](C)[C@@H](O)[C@]1(C)O	i	i	110*	i	i	i	0	i	i	i	i

Continued, overlapping the part above by 3 compounds.
SMILES	TMEM16A inh	ANO1 activ	SKKanGAS inh	MrgX1 ag	RGS4 pot	TRPC6 activator	HDAC3 inhib	MrgX1 antag	RGS4 inh	TRPC6 inhibitor	MrgX1 PAM
Cc1ccc(CN2CC(C(=O)Nc3ccccc3N3CCCC3)CC2=O)cc1 (stereo not drawn)	i	i	3	i	i	i	3	i	i	i	i
CCCSc1ncccc1C(=O)O	i	i	5	i	i	i	8	i	i	i	i
CC[C@H]1OC(=O)[C@H](C)[C@@H](O[C@H]2C[C@@](C)(OC)[C@@H](O)[C@H](C)O2)[C@H](C)[C@@H](O[C@@H]2O[C@H](C)C[C@H](N(C)C)[C@H]2O)[C@](C)(O)C[C@@H](C)CN(C)[C@H](C)[C@@H](O)[C@]1(C)O	i	i	110*	i	i	i	0	i	i	i	i
O=C(NCCc1ccco1)C(=O)NCCC1CCCCN1S(=O)(=O)c1ccccc1 (stereo not drawn)	i	i	-2	i	i	i	.	i	i	i	i
O=C(NCc1ccc(Cl)s1)C1CCC(=O)N(CCc2cccc(F)c2)C1 (stereo not drawn)	i	i	-1	i	i	i	-2	i	i	i	i
COc1ccc(S(=O)(=O)N2CCC(C(=O)N3CCCC3)CC2)cc1	i	i	-3	i	i	i	2	i	i	i	i
CN(Cc1cccs1)C(=O)c1ccc(S(=O)(=O)NCc2ccco2)cc1	i	i	-2	i	i	i	.	i	i	i	i
O=C(NCCO)C1CCN(C(=O)c2ccc(-c3ccccc3)cc2)CC1	i	i	-11	i	i	i	3	i	i	i	i
CC(C)(C)NC(=O)C1CC(=O)OC12CCCCC2 (stereo not drawn)	i	i	-6	i	i	i	0	i	i	i	i
CC(C)c1ccc(NC(=O)Cn2ncc3ccccc32)cc1	i	i	0	i	i	i	17	i	i	-5.5*	i
CCOC(=O)C[C@H]1c2cc(C(F)(F)F)ccc2S(=O)(=O)N1Cc1ccccc1	i	i	0	i	i	i	7	i	i	i	i
Cc1ccc(/C(O)=C/C(=O)C(=O)NC23CC4CC(CC(C4)C2)C3)cc1	i	i	54*	i	i	i	1	i	i	i	i
CCn1c(SCc2ccccc2)nc2cc(S(N)(=O)=O)ccc21	i	i	-7	i	i	i	4	i	i	i	i
CCOCC(=O)Nc1c(C(=O)Nc2ccc(OC)cc2OC)oc2ccccc12	i	i	-7	i	i	i	-2	i	i	i	i
O=C(CCc1ccccc1)OCC(=O)c1cccc([N+](=O)[O-])c1	i	i	0	i	i	i	-6	i	i	i	i
CCOC(=O)CC1C(=O)NCCN1C(=O)c1c(Cl)cccc1Cl (stereo not drawn)	i	i	-3	i	i	i	-13	i	i	i	i
Nc1ccc(SCCN2C(=O)c3ccccc3C2=O)cc1	i	i	-1	i	i	i	4	i	i	i	i
Cc1cc(OCc2cc(C(=O)N(C)Cc3nonc3C)no2)cc(C)c1Cl	i	i	-16	i	i	i	16	i	i	i	i
CCn1nc(-c2ccccc2)c2nc3ccccc3nc21	i	i	1	i	i	i	8	i	i	i	i
COc1ccc(-n2c(SCC(N)=O)nnc2-c2ccccc2F)cc1	i	i	-5	i	i	i	0	i	i	i	i
COc1ccc(-c2cn3c(C)c(C(=O)Nc4ccncc4)sc3n2)cc1	i	i	-2	i	i	i	.	i	i	i	i
CS(=O)(=O)N1CCc2ccc(NC(=O)C3CCCO3)cc2C1 (stereo not drawn)	i	i	4	i	i	i	-2	i	i	i	i
COc1cc(/C=C/C(=O)O)cc(S(=O)(=O)Nc2ccc3nc(C)sc3c2)c1OC	i	i	-7	i	i	i	2	i	i	i	i
COc1ccc(-c2ccc(S(=O)(=O)n3nc(OC(=O)c4cccs4)cc3N)cc2)cc1	i	i	10	i	i	i	?	i	i	i	i
Cn1c(SCC(=O)N2CCCCCC2)nc2c([nH]c3ccccc32)c1=O	i	i	4	i	i	i	-7	i	i	i	i
Cc1ccc(OCCC(=O)OC(C)C(=O)NC2CC2)cc1 (stereo not drawn)	i	i	-8	i	i	i	3	i	i	i	i
CCCCC(CC)CN1C(=O)/C(=C/c2ccncc2)SC1=S (stereo not drawn)	i	i	87*	i	i	i	.	i	i	i	i
Cc1cc(C)c(NC(=O)CN(C2CCCCC2)C2CCCCC2)c(C)c1	i	i	5	i	i	i	1	i	i	i	i
CCc1c(C)nc2cc(-c3ccc(OC)c(OC)c3)nn2c1NCC1CC1	i	i	1	i	i	i	5	i	i	i	i
COC(=O)c1ccc(C(=O)N2CCCC(Nc3ccc(F)c(F)c3)C2)cc1 (stereo not drawn)	i	i	17	i	i	i	1	i	i	i	i
Cc1ccc(-c2nc3cnccn3c2Nc2ccccc2)o1	i	i	-1	i	i	i	-3	i	10*	i	i
COc1ccc(C(O)P(=O)(OC(C)C)OC(C)C)cc1OC (stereo not drawn)	i	i	-2	i	i	i	.	i	i	i	i
COc1ccc(S(=O)(=O)Nc2c(NC3CCCCC3)c3ccccc3oc2=O)cc1	i	i	-5	i	i	i	12	i	i	i	i
O=C(c1ccoc1)N1CCC2(CC1)Oc1ccc(Cl)cc1C(=O)C21CC(c2ccc(Cl)cc2)=NO1 (stereo not drawn)	i	i	14	i	i	i	-2	i	i	i	i
CC(=O)Nc1ccc(NC(=O)CCC(=O)OCC(=O)c2ccc(F)cc2)cc1	i	i	4	i	i	i	3	i	i	i	i
COCCOC(=O)c1c(C)nc(SCC(=O)Nc2cccc3ccccc23)c(C#N)c1-c1ccco1	i	i	50*	i	i	i	2	i	i	i	i
COc1ccc(Cl)cc1NC(=O)CSc1nc(N2CCOCC2)nc(N2CCOCC2)n1	i	i	6	i	i	i	-2	i	i	i	i
O=[N+]([O-])c1cccc(-c2nc(-c3cccs3)c(-c3cccs3)[nH]2)c1	i	i	3	i	i	i	0	i	i	i	i
FC(F)(F)c1cccc(Nc2ncnc3ccccc23)c1	i	i	-2	i	i	i	6	i	i	i	i
S=C(Nc1ccccc1)Nc1ccc(Cl)cn1	i	i	8	i	i	i	4	i	i	i	i
O=C(NCCc1c[nH]c2ccccc12)C(=O)NCC(c1ccco1)N1CCN(c2ccc(F)cc2)CC1 (stereo not drawn)	i	i	19	i	i	i	.	i	i	i	i
O=[N+]([O-])c1ccc(Cl)c(/C=N/N2CCN(Cc3ccccc3)CC2)c1	i	i	-5	i	i	i	-4	i	i	i	i
Cc1c(C(=O)O)oc2ccc(S(=O)(=O)N3CCCCC3C(=O)O)cc12 (stereo not drawn)	i	i	-1	i	i	i	0	i	i	i	i
